MEX-5 binding = C. elegans MEX-5 TCR-2 RNA binding activity; Q9XUB2; MEX-5/FITC-TCR2 RNA binding, fluorescence polarization; active compounds read low; activity score (negative = inhibition of binding), % at 10 µM; 300,000 compounds, 0.38% hits; AID 1832;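 active = inhibition past about -25% in most replicates, and total fluorescence under double the plate's negative control median, limit read from the data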;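 also: 0% = DMSO and -100% = 5 µM competing unlabeled TCR2 RNA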
GLD-1 TGE inh = GLD-1-TGE RNA interaction inhibition (C. elegans) | Q17339 | inhibition, % at 5.96 µM | 320,000 compounds, 0.44% hits | purified GLD-1 + fluorescein TGE RNA, fluorescence polarization;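 active = percent inhibition above a per-plate cutoff, the plate mean of test compounds plus 3 SD, cut at about 30% in these data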;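 also: 0% = DMSO wells with GLD-1 and probe and 100% = wells lacking GLD-1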
Target sequence (Q17339 whole entry, looked up): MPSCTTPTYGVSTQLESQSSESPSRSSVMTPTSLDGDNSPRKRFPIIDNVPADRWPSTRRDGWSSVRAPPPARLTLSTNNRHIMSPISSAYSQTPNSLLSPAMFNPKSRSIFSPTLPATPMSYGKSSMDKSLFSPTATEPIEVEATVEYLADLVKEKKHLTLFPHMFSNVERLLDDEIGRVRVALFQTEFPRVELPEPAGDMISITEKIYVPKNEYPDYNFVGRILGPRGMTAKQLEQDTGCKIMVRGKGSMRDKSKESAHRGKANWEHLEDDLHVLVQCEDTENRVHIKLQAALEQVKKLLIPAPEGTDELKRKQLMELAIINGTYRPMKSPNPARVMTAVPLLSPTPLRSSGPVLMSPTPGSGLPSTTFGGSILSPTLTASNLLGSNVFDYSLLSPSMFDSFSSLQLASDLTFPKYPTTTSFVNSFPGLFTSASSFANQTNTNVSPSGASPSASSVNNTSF
PME-1 inh = PME-1 (human) inhibition. Q9Y570. inhibition, % at 5.9 µM. recombinant PME-1, FP-Rh probe fluorescence polarization. AID 2130. 320,000 compounds, 0.53% hits;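 active = inhibition above the campaign mean of all compounds plus 3 SD, cut at about 26% in these data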;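 also: competitive labeling of PME-1 active site by serine hydrolase directed probe; 0% = PME-1 with DMSO and 100% = wells lacking PME-1 enzyme; inhibitors block probe labeling so polarization falls and inhibition rises; many of its hits are not listed in these tables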
MCL1-BIM inh = MCL1-BIM-BH3 interaction inhibition (human); inhibition, % at 10.9 µM; Q07820; GST-MCL1 / FITC-Bim-BH3 fluorescence polarization; 320,000 compounds, 0.68% hits; AID 2057;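 active = inhibition above the mean inhibition of all tested compounds plus 3 SD, set per campaign, cut at about 40% in these data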;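 also: 0% = DMSO wells and 100% = unlabeled Bim-BH3 peptide control; higher means more loss of mP so more displacement of Bim peptide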
Target sequence (Q07820 whole entry, looked up): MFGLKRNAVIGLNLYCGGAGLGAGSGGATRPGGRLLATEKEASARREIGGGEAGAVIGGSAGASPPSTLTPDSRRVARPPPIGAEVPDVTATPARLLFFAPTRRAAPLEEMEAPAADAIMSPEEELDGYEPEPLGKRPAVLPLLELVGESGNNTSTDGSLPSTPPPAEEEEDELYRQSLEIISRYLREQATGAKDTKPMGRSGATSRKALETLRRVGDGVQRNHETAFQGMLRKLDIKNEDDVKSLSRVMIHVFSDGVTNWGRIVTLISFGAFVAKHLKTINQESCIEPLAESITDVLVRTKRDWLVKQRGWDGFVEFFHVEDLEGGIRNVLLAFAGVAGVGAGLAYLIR
Fam108B counter = counter-screen for RBBP9 inhibitors: inhibitors of mouse Fam108B; 300,000 compounds, 0.33% hits; inhibition, % at 9.51 µM; recombinant Fam108B, FP-Rh probe fluorescence polarization; AID 1947;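 active = inhibition above the screen mean inhibition plus 3 SD, computed separately per campaign, cut at about 18% in these data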;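 also: inhibitors lower polarization as less probe binds the enzyme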
PAFAH1B2 inh = inhibitors of human PAFAH1B2. P68402. recombinant PAFAH1B2, FP-rhodamine activity probe, fluorescence polarization. inhibition, % at 3.39 µM. 340,000 compounds, 1.2% hits. AID 492953;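 active = inhibition above the mean of all tested compounds plus 3 SD, cut at about 24% in these data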;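 also: 0% = enzyme with DMSO and 100% = wells lacking PAFAH1B2; many of its hits are not listed in these tables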
Target sequence (P68402 whole entry, looked up): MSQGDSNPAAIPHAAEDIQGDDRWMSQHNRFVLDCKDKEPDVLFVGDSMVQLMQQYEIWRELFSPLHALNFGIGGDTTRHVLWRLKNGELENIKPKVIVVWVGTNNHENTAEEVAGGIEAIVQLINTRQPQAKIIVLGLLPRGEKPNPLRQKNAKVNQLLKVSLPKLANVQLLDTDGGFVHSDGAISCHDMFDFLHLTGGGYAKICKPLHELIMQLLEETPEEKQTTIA
BCLXL inh = Bcl-xL (human) inhibition; GST-Bcl-xL / FITC-Bim BH3 peptide fluorescence polarization; inhibition, % at 10.9 µM; 320,000 compounds, 0.7% hits; AID 2129;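 active = inhibition above the mean of all tested compounds plus 3 SD, cutoff set per campaign, cut at about 30% in these data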;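 also: 0% = DMSO wells and 100% = unlabeled Bim-BH3 peptide competitor; inhibitors lower millipolarization by displacing the labeled peptide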
pPAFAH inh = inhibitors of human plasma PAF acetylhydrolase (pPAFAH); inhibition, % at 3.39 µM; recombinant pPAFAH, FP-rhodamine probe fluorescence polarization; 330,000 compounds, 1.5% hits; Q13093; AID 463082;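 active = inhibition above the mean inhibition across the screen plus 3 SD, cut at about 25% in these data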;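 also: inhibitors block binding of the rhodamine activity-based probe so polarization drops; 0% = enzyme with DMSO and 100% = wells lacking pPAFAH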
AHR activator = human AHR activation; AHR-responsive luciferase reporter cells, luminescence; P35869; activation, % at 5 µM; 320,000 compounds, 2.5% hits; AID 2796; in the data active = activation above about 47%;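 also: 0% = vehicle wells and 100% = reference agonist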
* = called active by the depositor; · = not tested or not shown.

SMILES | MEX-5 binding | GLD-1 TGE inh | PME-1 inh | MCL1-BIM inh | Fam108B counter | PAFAH1B2 inh | BCLXL inh | pPAFAH inh | AHR activator
CCOC(=O)Cn1nc(C)cc1NC(=O)c1ccncc1 | 0.6 | 6 | 4 | 2 | -2 | -1 | 3 | 1 | 9
CC(=O)CC(c1ccc([N+](=O)[O-])cc1)c1c(O)c2ccccc2oc1=O (configuration not stated) | 0.0 | -1 | -5 | -5 | 2 | -3 | 3 | 7 | -3
O=C(CSc1nnc(-c2ccccc2Br)o1)N1CCc2ccccc2C1 | 2.3 | 1 | 13 | 3 | -5 | 4 | 0 | 4 | 3
Cc1cccc(C)c1NC(=O)COC(=O)[C@@H]1CCCN1C(=O)c1cccs1 | · | 2 | · | · | · | -4 | · | -2 | 0
O=C(O)CCCn1cc(NC(=O)c2ccco2)cn1 | 0.6 | 4 | 1 | 0 | 3 | 1 | 0 | -1 | 1
CC(=O)c1cccc(NC(=O)c2cc(=O)[nH]c3ccccc23)c1 | 0.3 | 1 | -6 | -1 | 1 | -4 | 1 | 0 | 3
CCOC(=O)c1nn(-c2cc(C(=O)OC)cc(C(=O)OC)c2)cc1O | 2.2 | 3 | -8 | 2 | -2 | 5 | 4 | -1 | 1
O=C(c1ccco1)N(Cc1cccc(Cl)c1)C1CCS(=O)(=O)C1 (configuration not stated) | 1.0 | 0 | 0 | 15 | -1 | 1 | 5 | 1 | 1
Cc1nnc(NC(=O)C2CSC3(C)CCC(=O)N23)s1 (configuration not stated) | -0.6 | 1 | -8 | 13 | 2 | 10 | 10 | -3 | 0
O=C(O)c1nn(CCOc2ccc(Cl)cc2Cl)c(=O)c2ccccc12 | 0.6 | 3 | 0 | 1 | -6 | 0 | 5 | 3 | 0
Cc1ccc(NC(=O)Cn2cccc2)c(Br)c1 | -1.5 | 11 | -3 | 1 | 2 | -2 | -1 | 8 | -2
NC(=O)C1CCCN(CC(=O)Nc2cc(S(=O)(=O)N3CCOCC3)ccc2N2CCCC2)C1 (configuration not stated) | · | 6 | 5 | 4 | · | 6 | 1 | 2 | 1
COc1ccccc1-n1c(-c2ccc(Cl)cc2)c[nH]c1=S | -1.7 | -2 | 2 | -15 | -2 | 10 | -14 | 2 | -1
Oc1ccc(Nc2nnc(-c3ccc(O)cc3)c3ccccc23)cc1 | 1.1 | 1 | 10 | 0 | 12 | 0 | 6 | 8 | 5
CN1CCN(S(=O)(=O)c2ccc(N3CCN(c4ccc(O)cc4)CC3)c([N+](=O)[O-])c2)CC1 | -1.5 | 13 | 1 | 15 | 6 | 16 | 17 | 4 | 0
C[C@H](NC(=O)c1ccccc1)C(=O)N1CCN(c2ccccc2)CC1 | -1.0 | -2 | 6 | 4 | 4 | 9 | 1 | 2 | 0
C[C@H](N)c1nnc(SCc2c(Cl)cccc2Cl)o1 | 1.8 | 3 | 1 | 11 | 1 | 1 | 7 | -2 | 8
COc1cccc(CNC(=O)CCC2CCCN(C(=O)c3cscn3)C2)c1 (configuration not stated) | 0.4 | 6 | 5 | 0 | 1 | 4 | 0 | 1 | -1
COc1ccc(N2CCN(C(=O)CN(CCc3ccccc3)S(C)(=O)=O)CC2)cc1 | -2.3 | -3 | 2 | 7 | -2 | -3 | 4 | 5 | -5
COc1ccnc(Oc2ccc(F)cc2)c1C(=O)N/C=N/OCc1ccc(F)cc1 | -2.1 | -2 | -4 | 5 | -5 | 4 | 6 | 17 | 1
Cc1cc(C)nc(NC(=O)/C=C/c2ccccc2Cl)n1 | 2.0 | -1 | 3 | 1 | -2 | 4 | 1 | 1 | 26
CN(C)CCN(C(=O)c1ccc(S(=O)(=O)N(C)c2ccccc2)cc1)c1nc2ccc(Cl)cc2s1 | -3.0 | 0 | 12 | -4 | 2 | 20 | -1 | -5 | 2
C=CC[C@H](CC(=O)N(CCO)Cc1ccccc1)C(=O)N[C@@H](C)COC(=O)[C@H](CC=C)CC(=O)OC(C)(C)C | · | 3 | · | · | · | 6 | · | 1 | 1
Cc1ccc2sc(N(CCCN(C)C)C(=O)c3ccc(S(=O)(=O)N(C)C4CCCCC4)cc3)nc2c1C | 3.5 | 4 | 7 | 0 | 3 | 4 | 4 | 2 | -4

Compounds from the list above with two or more sulfur atoms:
SMILES | MEX-5 binding | GLD-1 TGE inh | PME-1 inh | MCL1-BIM inh | Fam108B counter | PAFAH1B2 inh | BCLXL inh | pPAFAH inh | AHR activator
Cc1nnc(NC(=O)C2CSC3(C)CCC(=O)N23)s1 (configuration not stated) | -0.6 | 1 | -8 | 13 | 2 | 10 | 10 | -3 | 0
CN(C)CCN(C(=O)c1ccc(S(=O)(=O)N(C)c2ccccc2)cc1)c1nc2ccc(Cl)cc2s1 | -3.0 | 0 | 12 | -4 | 2 | 20 | -1 | -5 | 2
Cc1ccc2sc(N(CCCN(C)C)C(=O)c3ccc(S(=O)(=O)N(C)C4CCCCC4)cc3)nc2c1C | 3.5 | 4 | 7 | 0 | 3 | 4 | 4 | 2 | -4

Going on with the list:
SMILES | MEX-5 binding | GLD-1 TGE inh | PME-1 inh | MCL1-BIM inh | Fam108B counter | PAFAH1B2 inh | BCLXL inh | pPAFAH inh | AHR activator
COc1cc(/C=N/NC(=O)CSc2cc(C)c(Br)cc2C)ccc1O | -2.2 | 0 | 21 | 6 | 8 | 1 | 6 | 8 | 6
COCC(=O)Oc1c(Sc2ccccc2[N+](=O)[O-])c(C)nn1C(C)(C)C | -0.4 | 6 | -9 | 7 | -3 | -2 | 7 | 3 | -3
COc1ccc(NC(=O)C2C3C=CC4(O3)C2C(=O)N(CCN2CCCCC2C)C4C(=O)NC2CCCCC2)cc1 (configuration not stated) | -1.0 | 0 | 1 | 2 | 2 | -3 | 0 | 2 | 2
COc1cc(/C=C2\C(=O)N(CCC#N)N=C2C)c(Br)cc1OC(C)C | 1.8 | 2 | -8 | -10 | -1 | 5 | -3 | 1 | 1
COC(=O)C1C(=O)C2=C(CC1C)NC(C)=C(C(=O)OCc1ccc(OC)cc1)C2c1ccc(C)o1 (configuration not stated) | 1.6 | 5 | 4 | -3 | -1 | 8 | 6 | 9 | 0
COc1cccc(CN2CCC(n3nccc3NC(=O)CCCc3ccccc3)CC2)c1 | 0.4 | -7 | 7 | 1 | -3 | 3 | 0 | 2 | 1
C[C@H](CO)N1C[C@H](C)[C@@H](CN(C)Cc2ccc(-c3ccccc3)cc2)Oc2c(NC(=O)Cc3ccccc3)cccc2C1=O | · | 5 | · | · | · | 0 | · | -1 | 1
CCOC(=O)N1CCN(C(=O)c2ccc(NS(C)(=O)=O)cc2)CC1 | -3.3 | -2 | -7 | -4 | 14 | 0 | -4 | 0 | -5
CNc1nc(-c2ccc([N+](=O)[O-])cc2)cs1 | -1.7 | -1 | -3 | -4 | 2 | -3 | 0 | 0 | -6
Cn1c(=O)oc2cc(S(=O)(=O)NCCC(=O)NC3CCCC3)ccc21 | 2.6 | 3 | 3 | 4 | 1 | -3 | 7 | 2 | 5
CCOC(=O)Nc1ccc([N+](=O)[O-])cc1OC | -2.1 | 6 | -1 | 3 | -1 | 6 | 2 | 6 | 7
CCNC(=S)N1CCN(CCNC2=CC(=O)CC(C)(C)C2)CC1 | 0.5 | 1 | -2 | 12 | -1 | 3 | -3 | 1 | -4

Given with each value named: 3 of the compounds above
C[C@H](NC(=O)c1ccccc1)C(=O)N1CCN(c2ccccc2)CC1
  MEX-5 binding = -1.0
  GLD-1 TGE inh = -2
  PME-1 inh = 6
  MCL1-BIM inh = 4
  Fam108B counter = 4
  PAFAH1B2 inh = 9
  BCLXL inh = 1
  pPAFAH inh = 2
  AHR activator = 0

Oc1ccc(Nc2nnc(-c3ccc(O)cc3)c3ccccc23)cc1
  MEX-5 binding = 1.1
  GLD-1 TGE inh = 1
  PME-1 inh = 10
  MCL1-BIM inh = 0
  Fam108B counter = 12
  PAFAH1B2 inh = 0
  BCLXL inh = 6
  pPAFAH inh = 8
  AHR activator = 5

Cc1ccc(NC(=O)Cn2cccc2)c(Br)c1
  MEX-5 binding = -1.5
  GLD-1 TGE inh = 11
  PME-1 inh = -3
  MCL1-BIM inh = 1
  Fam108B counter = 2
  PAFAH1B2 inh = -2
  BCLXL inh = -1
  pPAFAH inh = 8
  AHR activator = -2

(next part)
SMILES | MEX-5 binding | GLD-1 TGE inh | PME-1 inh | MCL1-BIM inh | Fam108B counter | PAFAH1B2 inh | BCLXL inh | pPAFAH inh | AHR activator
C=CCn1c(=NC(=O)C2COc3ccccc3O2)sc2cc(S(N)(=O)=O)ccc21 (configuration not stated) | -2.0 | 5 | 1 | -6 | 2 | 0 | 4 | 0 | -1
Cc1[nH]c2ccc(C(=O)NCCCN3CCN(C)CC3)cc2c1C | -0.1 | 0 | -13 | 3 | -1 | 2 | 0 | -5 | 7
C/C=C\C(=O)Nc1cccc(C2=NOC3(C2)C[C@@H](C(N)=O)N(C(=O)CCCCC)C3)c1 (some centres not stated) | 3.5 | 10 | -1 | 4 | 3 | 2 | 9 | 3 | 0
O=C(O)CSC(NC(=O)c1cccnc1)(C(F)(F)F)C(F)(F)F | -1.8 | 8 | 0 | 8 | -2 | -1 | 5 | 5 | 2
O=C(NC(Cc1c[nH]c2ccccc12)C(=O)O)c1cccs1 (configuration not stated) | -3.7 | 1 | 0 | 0 | -1 | 6 | 5 | -3 | 18
COc1ccccc1OCc1ccc(C(=O)N/N=C/c2ccco2)cc1 | 1.3 | 9 | -6 | 2 | 5 | -3 | -2 | -4 | 12
Cc1ccc(CN(C)CCc2ccccn2)cc1 | -2.6 | -4 | 1 | 6 | 8 | 4 | -1 | -2 | 2
O=C(CSc1nnc2sc3ccccc3n12)N1CCN(c2ccccc2)CC1 | -0.6 | -5 | 3 | 5 | -4 | 1 | 6 | 3 | -4
COc1ccc2c(c1)C(c1ccccc1)=NNC(c1ccco1)=N2 | -0.8 | 7 | 0 | 5 | 2 | -8 | 4 | 0 | 6
CCOCCCNC(=O)C(c1ccccc1)N(Cc1cccs1)C(=O)CNC(=O)c1ccccc1 (configuration not stated) | 2.2 | 0 | 6 | -5 | -6 | 3 | -2 | 5 | -1
CCN(CC)c1nc(C)c2c(c1C#N)CC(C)(C)OC2 | 0.6 | -2 | 2 | 4 | 0 | 0 | 8 | 0 | -1
Cc1cccc(OCCCCCN2CCOCC2)c1C | -3.1 | 4 | -7 | 8 | 4 | 3 | 7 | 2 | 3
Cc1ccc(S(=O)(=O)N2CCCCC2)cc1NC(=O)c1ccccn1 | 0.0 | 3 | 4 | -13 | -17 | 0 | -8 | -4 | 1
CCOc1ccc(S(=O)(=O)N2CCN(c3ccccc3F)CC2)c2cccnc12 | 0.1 | -4 | 4 | 2 | -1 | 4 | 2 | 1 | -1
Cc1ccc(C2(C)NC(=O)N(CC(=O)N(c3ccccc3)C3CCS(=O)(=O)C3)C2=O)cc1 (configuration not stated) | · | 4 | · | · | · | 5 | · | 8 | 1
CCN(CC)S(=O)(=O)c1ccc(Cl)c(NC(=O)COc2ccc(OC)cc2[N+](=O)[O-])c1 | -0.3 | 0 | -4 | 1 | -4 | -4 | 3 | 4 | 2
Cc1ccc(Nc2ccc(S(=O)(=O)N3CCOCC3)cc2[N+](=O)[O-])cc1C | -1.0 | 6 | 12 | 9 | -1 | 4 | 8 | 10 | 0
O=C(COC(=O)CCC(=O)c1cccs1)NCc1ccccc1 | 0.6 | 3 | 5 | 1 | -4 | 6 | 6 | 7 | -1

Some of the compounds tested; the hit share may differ from the screen's.
